From PubChem
POLH inh: DNA polymerase eta (human) inhibition; Q9Y253; recombinant Pol eta, fluorescent DNA replication assay; Potency, µM (doses to about 114 µM), for inactives: top-dose activity change, negative = inhibition, hits mostly inhibitors; 390,000 tested, 1.2% active; note: potency is the fitted concentration of half-maximal effect; % is set by controls: 0 for no effect and ±100 for the full control effect
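Pol eta (10 nM) was preincubated with compounds for 15 min at room temperature, after which fluorescent replication substrate (50 nM final) was added to start the reaction. Fluorescence was read kinetically at 0 and 10 min.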
PGK inhibitor: inhibitors of T. brucei phosphoglycerate kinase; 380,000 tested, 0.043% active; Potency, µM (top dose mostly 57.5 µM), without a hit: at the top dose activity change, negative = inhibition, hits mostly inhibitors; PGK/GAPDH coupled, Kinase-Glo luminescence, 60 min; P07378; note: potency is the fitted concentration of half-maximal effect; % is set by controls: 0 for no effect and ±100 for the full control effect; nearly all actives have a fitted effect of over 60% in size
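Luminescent ATP detection (Kinase-Glo Plus) follows a 60-minute room-temperature incubation, with wells lacking PGK as controls. Buffer: 100 mM TEA (pH 7.6), 5 mM MgCl2, 0.01% Tween-20. Coupling enzyme GAPDH (100 nM final) supplies unstable 1,3-BPG in-well.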
Pol beta inh: blocks human DNA polymerase beta activity; 340,000 tested, 1.3% active; P06746; Potency, µM (highest dose often 114 µM), for the others: at the highest dose activity change, negative = inhibition, usual class: inhibitors; AID 485314; Pol beta primer extension/strand displacement, fluorescence kinetic; note: potency is the fitted concentration of half-maximal effect; % is set by controls: 0 for no effect and ±100 for the full control effect
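10 nM enzyme + cpd, 15 min RT; start with substrate 50 nM final; read 0 min and after 10 min RT. Corrected, normalized data; 4-parameter Hill curve fit.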
POLI inh: DNA polymerase iota (human) inhibition; Q9UNA4; Pol iota fluorescent replication assay, 10 min; Potency, µM (highest dose often 115 µM), for the others: top-dose activity, negative = inhibition, usual class: inhibitors; 390,000 tested, 1% active; AID 588590; note: potency is the fitted concentration of half-maximal effect
Target sequence (Q9UNA4 whole entry, looked up): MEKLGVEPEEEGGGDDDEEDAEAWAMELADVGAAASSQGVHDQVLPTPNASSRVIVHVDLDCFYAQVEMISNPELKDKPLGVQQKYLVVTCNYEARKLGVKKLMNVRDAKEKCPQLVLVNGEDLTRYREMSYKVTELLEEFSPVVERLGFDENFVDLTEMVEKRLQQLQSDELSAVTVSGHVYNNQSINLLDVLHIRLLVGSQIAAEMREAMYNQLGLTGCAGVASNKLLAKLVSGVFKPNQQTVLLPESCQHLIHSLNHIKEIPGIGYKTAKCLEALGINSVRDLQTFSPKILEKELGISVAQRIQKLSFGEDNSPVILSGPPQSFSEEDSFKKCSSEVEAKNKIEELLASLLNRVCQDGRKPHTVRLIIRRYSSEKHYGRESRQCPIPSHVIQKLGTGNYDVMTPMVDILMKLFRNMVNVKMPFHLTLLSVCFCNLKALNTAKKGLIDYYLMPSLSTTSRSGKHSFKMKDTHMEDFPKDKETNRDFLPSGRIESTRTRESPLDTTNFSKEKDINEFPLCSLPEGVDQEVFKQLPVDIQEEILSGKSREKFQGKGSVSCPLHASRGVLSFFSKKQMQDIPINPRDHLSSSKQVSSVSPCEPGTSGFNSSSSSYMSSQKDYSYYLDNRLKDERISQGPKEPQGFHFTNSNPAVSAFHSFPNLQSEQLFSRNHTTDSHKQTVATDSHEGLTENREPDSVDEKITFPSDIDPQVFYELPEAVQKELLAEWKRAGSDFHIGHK
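Pol iota at 10 nM preincubated 15 min with compounds at room temperature; reaction started with fluorescent substrate, 50 nM final. Fluorescence read kinetically at 0 and 10 min; buffer-only wells as negative control.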
Anesthetic bind: candidate novel general anesthetic via apoferritin binding; P02791; apoferritin/1-aminoanthracene competitive binding, fluorescence; Potency, µM (highest dose often 77.5 µM), without a hit: top-dose activity change, negative = displacement, usual class: inhibitors; 350,000 tested, 0.074% active; AID 485281; note: potency is the fitted concentration of half-maximal effect; % is set by controls: 0 for no effect and ±100 for the full control effect; nearly all actives have a fitted effect of over 20% in size
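Probe: 1-aminoanthracene (50% saturated, PBS). Protein: horse-spleen apoferritin, 10 uM. Incubation: 10 min, room temperature. Detection: 380 nm excitation, 535 nm emission. Analysis: normalized response, four-parameter Hill.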
POLK inh: DNA polymerase kappa (human) inhibition | purified Pol kappa, fluorescent DNA synthesis assay, 10 min | Potency, µM (titrated, usually from 107 µM), without a hit: at the top dose activity, negative = inhibition, usual class: inhibitors | 400,000 tested, 0.53% active | AID 588579; note: potency is the fitted concentration of half-maximal effect; % is set by controls: 0 for no effect and ±100 for the full control effect
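Enzyme at 10 nM met test compounds for 15 min at room temperature. Substrate addition (50 nM final) began the reaction, which was monitored by fluorescence at 0 and 10 min.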
BLM inh: Bloom syndrome helicase (human) inhibition. recombinant BLM DNA unwinding, fluorescence dequenching. Potency, µM (doses to about 56.1 µM), inactives show top-dose activity change, negative = inhibition, usual class: inhibitors. P54132. 350,000 tested, 0.2% active;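 note: potency is the fitted concentration of half-maximal effect; plate controls were vehicle for no effect and no enzyme for full effect; nearly all actives have a fitted effect of over 35% in size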
RXFP1 antag: blocks the human relaxin receptor RXFP1; Q9HBX9; HEK293-RXFP1, relaxin-stimulated cAMP HTRF, 30 min; active compounds read low; activity change, negative = inhibition, % at 57.5 µM; 350,000 tested, 0.59% active; AID 1259400;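 active = activity change of -60% or lower, but not beyond a set lower limit; inconclusive = change between -60% and -40%, or beyond the set limit; inactive = change above -40%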; note: % is set by controls: 0 for no effect and ±100 for the full control effect
APEX1 inh: APE1 (human) endonuclease inhibition; 350,000 tested, 0.35% active; recombinant APE1, TAMRA/BHQ-2 abasic DNA cleavage fluorescence; Potency, µM (highest dose often 65.8 µM), for the others: at the highest dose activity change, negative = inhibition, most hits filed as inhibitors;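 note: potency is the fitted concentration of half-maximal effect; plate controls were vehicle for no effect and reference inhibitor for full effect; nearly all actives have a fitted effect of over 55% in size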
Target sequence (P27695 whole entry, looked up): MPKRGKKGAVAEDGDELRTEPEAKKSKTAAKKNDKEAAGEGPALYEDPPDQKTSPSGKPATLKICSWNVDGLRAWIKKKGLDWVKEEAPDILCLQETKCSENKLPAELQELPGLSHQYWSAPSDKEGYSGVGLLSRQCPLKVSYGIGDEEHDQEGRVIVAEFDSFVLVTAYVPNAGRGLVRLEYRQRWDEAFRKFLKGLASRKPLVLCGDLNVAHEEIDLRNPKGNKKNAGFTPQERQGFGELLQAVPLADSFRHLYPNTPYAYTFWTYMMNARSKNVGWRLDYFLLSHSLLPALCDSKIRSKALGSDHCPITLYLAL
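APE1 at 0.75 nM final was preincubated with compound 15 min at room temperature, then 50 nM double-stranded THF abasic-site substrate (5'-TAMRA/3'-BHQ-2) was added. Fluorescence (ex 525/em 598 nm) was read kinetically; third-minus-first read gave activity.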
Starred values were filed as active, the others as inactive; i = inactive; ? = inconclusive; . = not tested or not shown; & = joins results of further samples; [ ] = another dose, or the depositor's remark. Unless noted, calls come from the whole dose curve; as a rule, active = well fitted curve in the direction sought with a large enough effect; inconclusive = small, poorly fitted or top-dose-only effect, or another doubt; inactive = no such curve, though single readings can be large; an effect the other way counts as inactive or inconclusive. These rows are one share of the data (hit frequency here may not be typical).

SMILES	POLH inh	PGK inhibitor	Pol beta inh	POLI inh	Anesthetic bind	POLK inh	BLM inh	RXFP1 antag	APEX1 inh
COC(=O)C1C2CCC(C2)C1C(=O)OCC(=O)c1ccc(C)cc1 (stereo not given)	-5.3%	1.8%	2.1%	10.1%	?	-10.7%	-2.8%	-3.3	13.9%
CCCC[n+]1ccn(-c2nc3ccccc3nc2[N-]S(=O)(=O)c2cccs2)c1	-7.0%	12.0%	17.8µM*	46.6%[activator]	24.3%	-14.6%	159.6%[activator]	20.3	-0.4%
CCOC(=O)Cn1c(=O)n(CC2CCCO2)c2nc(-c3ccc(C(C)C)cc3)nc(C(N)=O)c21 (stereo not given)	-12.7%	8.5%	-19.3%	7.0%	?	-15.1%[60.1 µM]	-1.5%	.	.
O=C(COC(=O)COc1ccc(Cl)cc1Cl)NC1CC1	-9.2%	-0.3%	.	-16.3%	.	9.1%	.	-3.7	-7.2%
N#Cc1ccc(C23CC4(C2)[C@H](CN(Cc2ccc(-c5ccccc5)cc2)[C@@H]4c2ccccc2)C3c2ccc(C(F)(F)F)cc2)cc1 (stereo not given in full)	-20.4%	-6.6%	0.0%	16.5%	1.6%&-7.2%	7.7%	-1.3%&-6.3%	.	-3.6%&4.7%
C=C(C)c1cccc(C(C)(C)NC(=O)Nc2ccc(OC)nc2)c1	0.0%	1.2%	0.7%	27.6%	2.1%	-14.3%	-5.0%	0.1	18.9%
O=C(Cc1cc(=O)[nH][nH]1)N/N=C/c1cccc(Cl)c1Cl	-7.7%&-5.5%	-1.6%&13.4%	9.3%	?	?	5.1%[60.1 µM]	-1.1%&1.4%	-6.6&-7.8	-8.7%&2.2%
CCOC(=O)c1oc2c(c1C)-c1nn(Cc3cccc(Cl)c3)cc1CC2	.	.	2.6%	15.8%	?	-14.8%	-12.1%	-12.2	.
Clc1ccc(-n2c(SCc3nc4ccccc4[nH]3)nnc2-c2ccncc2)cc1	-5.6%	i	29.6%	-3.8%[58.9 µM]	-15.4%	1.2%	2.6%	-5.1	-4.2%
COC(=O)c1cc(-c2cccc(OC)c2)n[nH]1	-11.5%	i	46.0%	11.5%	-10.8%	7.4%	-3.0%	-5.9	-4.9%
NS(=O)(=O)c1ccc(NC(=S)NCc2ccccc2Cl)cc1	-19.2%	2.4%	-0.7%	-10.6%	-3.8%	-6.9%	-2.8%	20.4	-4.7%
Cc1ccc(S(=O)(=O)/N=C(\N)c2ccc(Cl)cc2)cc1	-10.4%	-4.9%	-0.4%	-4.7%	-5.9%	-17.9%	-3.4%	7.4	-7.3%
COC(=O)c1sccc1NC(=S)N1CCN(c2ccccc2F)CC1	-0.9%	3.2%	-4.0%	-14.9%	1.2%	-20.0%	-1.1%	-12.1	1.2%
O=C(NC(CC(=O)N1CCN(c2ccccc2)CC1)c1ccccc1)c1ccccc1Cl (stereo not given)	-13.6%	5.6%	23.8%	148.6%[activator]	-6.8%	-12.2%	-7.0%	-5.8	-2.5%
O=C(c1ccco1)N1CCN=C1SCc1cccc(F)c1	-5.8%	3.6%	24.3%	-26.3%	-12.1%	-25.9%	2.5%	.	-0.5%
Cn1c(=O)c(=O)n(C)c2cc(S(=O)(=O)N3CCCC3C(=O)NCc3cccnc3)ccc21 (stereo not given)	-10.9%	i	18.2%	38.6%[activator]	-3.2%	-7.7%	3.5%	-2.2	-3.9%
CCOC(=O)CNS(=O)(=O)c1ccc(C)cc1	-14.6%	-4.2%	16.0%	-7.1%	-4.3%	-15.0%	0.8%	-11.0	1.5%
Cn1c(SCC(=O)NNC(=S)Nc2ccccc2)nnc1-c1ccccc1	7.3%	i	2.7%	30.3%	-11.2%	-8.2%	-0.5%	8.3	-0.3%
Cc1cccc2cc3c(NC(=O)c4ccccn4)nn(C)c3nc12	-10.4%	-1.2%	34.3%	9.6%	-3.2%	-6.9%	-3.4%	-12.0	11.9%
C/C(=N/NC(=S)Nc1ccccc1)c1ccc2c(c1)OCO2	-22.7%	3.3%	-19.9%	107.3%[activator]	-21.5%	-3.5%	-0.9%	-12.6	-2.7%
C/C(=N\NC(=O)c1ccc(CN(C)S(=O)(=O)c2ccc(C)cc2)cc1)c1ccc(OC(F)F)cc1	-4.0%	-3.0%	11.5%[57.1 µM]	-3.8%	7.9%	-4.1%	0.1%	2.1	-7.1%
CN(C)S(=O)(=O)c1cccc(NC(=O)c2n[nH]c(=O)c3ccccc23)c1	-18.2%	-6.6%	95.2%	?	-17.4%	10.4%	1.5%	9.8	1.4%
CCOc1ccc(-c2c(C)nn3c(C)c(C(=O)NCCc4ccc(Cl)cc4)cnc23)cc1OCC	.	.	3.6%	-8.8%	-21.4%	8.0%	-1.3%	-17.3	.
COC(=O)c1sc(NC(=S)NC(=O)c2ccccc2C)nc1C	0.0%	6.0%	-1.6%	97.3%[activator]	-10.8%	-14.5%	-4.3%	-12.2	-7.6%
O=C(CN1CCN(C(=O)CNC(=O)c2ccc3c(c2)OCO3)CC1)Nc1ccccc1Cl	-23.1%	-8.3%	.	26.6%	.	-0.4%	.	-14.6	-12.7%
(more compounds)
SMILES	POLH inh	PGK inhibitor	Pol beta inh	POLI inh	Anesthetic bind	POLK inh	BLM inh	RXFP1 antag	APEX1 inh
COc1nc(Oc2ccc(C(=O)OCC(N)=O)cc2)nc(N(C)C)n1	-5.1%	4.5%	21.8%	-16.1%	-7.3%	-3.1%	-0.2%	-2.3	1.6%
CCN(CC)C(=O)NCc1c(C)cc(C)cc1C	-14.5%	-9.3%	1.6%	116.6%[activator]	-22.6%	-0.9%	-1.4%	-1.8	-1.8%
CC(C)Cc1nn2c(=O)cc(COC(=O)c3ccc(NC(=O)C4CCCCC4)cc3)nc2s1	4.0%	2.5%	16.5%	-2.5%	2.4%	0.3%[60.1 µM]	-2.4%	8.5	.
COC(=O)C1=C(C)N(CCc2cc(OC)c(OC)c(OC)c2)C(=O)N[C@H]1c1ccccc1	-11.8%	-3.8%	.	32.6%[activator]	.	7.1%	-2.2%[12.4 µM]	.	-1.9%[12.4 µM]
Cc1ccc(-c2csc(NC3OC(=O)c4ccccc43)n2)cc1 (stereo not given)	-12.8%	-9.8%	10.4%	-2.8%	-1.4%	-0.9%	-0.6%	-7.1	-0.3%
O=C(NC1CC1)C1=C[C@@H](c2c[nH]c3ccccc23)C[C@@H](OCCCCO)O1	-9.3%	0.7%	14.1%	33.6%[activator]	-9.2%	-22.8%	-2.6%	.	-5.6%
CC(CCc1ccccc1)NC(=O)CN1C(=O)NC2(CCCCC2C)C1=O (stereo not given)	2.4%	4.8%	.	85.0%[activator]	.	-11.1%	.	8.4	29.3%
O=C(NC(=S)Nc1ccc(S(=O)(=O)Nc2nccs2)cc1)C1CC1	-9.7%	-0.5%	-3.4%	3.6%	0.7%	-2.7%	-0.1%	1.6	?
Cc1cc(C(=O)N=Nc2c(O)n(C(C)C)c3ccccc23)n[nH]1	?	-8.6%	-15.3%	-10.2%	?	-20.7%	1.8%	1.3	-1.9%
CCc1cc(=O)[nH]c(SCC(=O)N2CCC(Cc3ccccc3)CC2)n1	-12.3%	-4.8%	.	18.0%	.	-3.0%	.	-6.1	-0.5%
O=C(NNC(=O)c1csc(-c2cccnc2)n1)c1ccccc1	-21.4%	1.4%	22.3%	157.4%[activator]	3.6%	-4.2%	-8.7%	-21.1	4.7%
Cc1ccc(NS(=O)(=O)c2ccc(-c3cc(C)no3)cc2)c(Br)c1	-11.0%	-3.4%	15.1%	16.7%	?	2.7%	-5.4%	11.5	.
CCc1nnc(NC(=O)CSc2nc3ccccc3c(=O)n2CCCOC)s1	-4.8%	-4.3%	6.4%	33.6%[activator]	5.8%	1.5%	-1.2%	3.9	2.4%
O/C(=C\c1ccc2ccccc2n1)c1ccncc1	-15.8%	-27.0%	.	?	.	-4.3%	.	.	10.0%
CNc1ccc(SC#N)cc1	-14.8%	i	0.1%	11.2%	?	1.7%	-4.1%	-24.1	5.3%
Cc1ccc(-c2nc3ccccc3[nH]2)cc1NC(=O)COc1ccccc1[N+](=O)[O-]	14.3%	i	21.1%	-19.4%	?	8.1%	-4.9%	-18.8	.
COc1ccc(-c2nc(C=O)cs2)cc1	-10.6%	i	19.7%	-22.5%	0.2%	-3.3%	-1.0%	-16.3	0.5%
O=C(Nc1ccc(C(=O)O)cc1)Nc1cccc2ccccc12	-15.0%	i	?	24.5%	0.7%	1.3%	-9.3%	-3.0	12.3%
O=C(c1ccc(S(=O)(=O)N2CCCC2)cc1)N1CCN(c2cccc(Cl)c2)CC1	-23.5%	-9.6%	-19.4%	12.9%	-11.3%	-12.8%	-4.8%	-6.3	27.0%

4 entries from above, reformatted.
> CC(C)Cc1nn2c(=O)cc(COC(=O)c3ccc(NC(=O)C4CCCCC4)cc3)nc2s1
  POLH inh = 4.0%; PGK inhibitor = 2.5%; Pol beta inh = 16.5%; POLI inh = -2.5%; Anesthetic bind = 2.4%; POLK inh = 0.3%[60.1 µM]; BLM inh = -2.4%; RXFP1 antag = 8.5; APEX1 inh = .
> COC(=O)C1=C(C)N(CCc2cc(OC)c(OC)c(OC)c2)C(=O)N[C@H]1c1ccccc1
  POLH inh = -11.8%; PGK inhibitor = -3.8%; Pol beta inh = .; POLI inh = 32.6%[activator]; Anesthetic bind = .; POLK inh = 7.1%; BLM inh = -2.2%[12.4 µM]; RXFP1 antag = .; APEX1 inh = -1.9%[12.4 µM]
> Cc1ccc(-c2csc(NC3OC(=O)c4ccccc43)n2)cc1 (stereo not given)
  POLH inh = -12.8%; PGK inhibitor = -9.8%; Pol beta inh = 10.4%; POLI inh = -2.8%; Anesthetic bind = -1.4%; POLK inh = -0.9%; BLM inh = -0.6%; RXFP1 antag = -7.1; APEX1 inh = -0.3%
> O=C(NC1CC1)C1=C[C@@H](c2c[nH]c3ccccc23)C[C@@H](OCCCCO)O1
  POLH inh = -9.3%; PGK inhibitor = 0.7%; Pol beta inh = 14.1%; POLI inh = 33.6%[activator]; Anesthetic bind = -9.2%; POLK inh = -22.8%; BLM inh = -2.6%; RXFP1 antag = .; APEX1 inh = -5.6%
